From PubChem
Growth percent in the NCI-60 one-dose screen (48 h, 10 µM unless noted): 100 = growth as untreated, 0 = no growth, -100 = all killed.
DU-145: DU-145 prostate cancer; 81,000 compounds, 4.2% hits
UO-31: UO-31 renal cancer; 81,000 compounds, 5.2% hits; AID 1794768
SF-539: SF-539 CNS cancer | 81,000 compounds, 6.8% hits
TK-10: TK-10 renal cancer cells | 81,000 compounds, 3.9% hits
SF-295: SF-295 CNS cancer cells | AID 1794758 | 79,000 compounds, 5.6% hits
786-0: 786-0 renal cancer cells; 81,000 compounds, 5.1% hits
U251: U251 CNS tumor cells | 80,000 compounds, 5.4% hits
SN12C: SN12C renal cancer cells; AID 1794767; 81,000 compounds, 3.8% hits
PC-3: PC-3 prostate cancer cells | 80,000 compounds, 3.9% hits
Active calls of the source: *; · = not tested or not shown; & = joins results of further samples. The calls were made as follows: active = growth percent below 10; inactive = the rest. Rows are unselected, and some 10% of all compounds hit somewhere here.

Under each structure: DU-145	UO-31	SF-539	TK-10	SF-295	786-0	U251	SN12C	PC-3
- COc1ccc(-c2cc(/C(C#N)=C/c3c[nH]c4ccccc34)[nH]n2)cc1
    98	84	90	134	110	93	80	77	56
- COC(=O)CCC(=O)O
    110	95	98	95	104	104	97	101	104
- NNc1cccc2ccccc12
    117	91	109	146	97	103	105	108	74
- CCSc1nnc(-c2cnn3c2NC(c2ccccc2)C3)n1-c1ccccc1 (stereo not drawn)
    98	84	103	91	97	95	105	100	104
- Cc1nnc2c3ccccc3c(=O)c3ccccc3n12
    98	74	93	102	98	89	98	92	87
- O=C1Cc2cc(CCN3CCN(c4nsc5ccccc45)CC3)c(Cl)cc2N1
    95	59	105	104	92	106	95	91	72
- COc1c2ccoc2cc2oc(-c3ccccc3)cc(=O)c12
    99	67	87	101	93	95	96	97	102
- CCCCOc1nc2cc(Cl)ccc2cc1/C=C/c1cc(/C=C/c2cc3ccc(Cl)cc3nc2OCCCC)n(-c2ccccc2)n1
    101	90	92	91	52	64	43	94	86
- CC(=O)C(CCc1ccccc1)(CCN(C)C)c1ccccc1 (stereo not drawn)
    97	62	90	71	93	87	93	95	82
- CCn1c2ccccc2c2cc(NC(=O)N3CCCCC3)ccc21
    97	105	95	107	71	113	87	94	89
- COC(=O)c1ccc2oc(NC(=O)c3ccc(N4CCN(C(c5ccccc5)c5ccccc5)CC4)c([N+](=O)[O-])c3)nc2c1
    100	66	87	104	96	100	85	92	75
- CC1(c2ccccc2)NC(=O)N(CC(=O)Nc2ccc(C(=O)/C=C/c3ccc(Cl)cc3)cc2)C1=O (stereo not drawn)
    28	23	-89*	68	8.4*	-22*	-72*	19	9.2*
- c1ccc(Cc2c[nH]c3ccccc23)cc1
    103	54	97	91	94	100	86	93	86
- O=C1c2c(c3c4ccccc4[nH]c3c3ccc4ccccc4c23)C(=O)N1CCN1CCOCC1
    40	28	52	71	29	52	32	30	35
- COc1ccc(OC)c(NC(=O)CCCC(=O)CC(=O)c2cccnc2)c1
    105	80	102	116	107	105	97	107	98
- N#Cc1c(-c2ccccc2)nc2c(c(-c3ccc(Cl)cc3)nn2-c2ccccc2)c1-c1ccc([N+](=O)[O-])cc1
    101	81	96	121	99	110	95	105	89
- CC1CCCC/C1=N/NC(=O)c1ccccc1 (stereo not drawn)
    120	95	108	115	104	92	·	90	94
- Clc1ccc(C2CC(c3ccc(Nc4ccnc5cc(Cl)ccc45)cc3)=NN2c2ccc(Cl)cc2)cc1 (stereo not drawn)
    97	71	99	89	105	92	89	91	88
- CCOC(=O)c1cccc2nc3n(c12)CCC3
    122	92	115	110	·	120	99	113	107
- Clc1ccc(/C=N/N=C(N/N=C/c2ccc(Cl)cc2Cl)N/N=C/c2ccc(Cl)cc2Cl)c(Cl)c1
    120	86	106	150	113	98	112	98	87
- CCN(CC)CCNc1cc(OC)cc2cccnc12
    66	54	70	131	65	88	65	61	72
- COc1ccc(-c2cc(C(=O)N=Nc3c(O)[nH]c4ccc(Cl)cc34)c3ccccc3n2)cc1
    19	81	45	116	97	72	-64*	51	48
- NC(CCSCc1ccccc1)C(=O)O (stereo not drawn)
    105	71	98	112	114	108	100	95	97
- Nc1nn(C(=O)c2ccncc2)cc1-c1ccc(Cl)cc1
    113	75	102	129	108	99	95	115	83
- Nc1nc(Cl)c2ncn(Cc3cc4c(cc3Br)OCO4)c2n1
    56	43	67	26	66	50	70	54	46
- CC(=O)C1=C(C)NC(Cl)=NC1c1ccccc1 (stereo not drawn)
    92	54	94	94	99	85	108	77	82
- CC[C@@]12C=CCN3CC[C@]4(c5cc(NC(=O)COc6cc(OCC(=O)Nc7cc8c(cc7OC)N(C)[C@H]7[C@@](O)(C(=O)OC)[C@H](OC(C)=O)[C@]9(CC)C=CCN%10CC[C@]87[C@@H]%109)cc7oc(-c8ccccc8)cc(=O)c67)c(OC)cc5N(C)[C@@H]4[C@](O)(C(=O)OC)[C@H]1OC(C)=O)[C@H]32
    30	76	89	43	71	41	-3.1*	49	23
- CCC(CC)(CC)c1cc([N+](=O)[O-])c(C)c([N+](=O)[O-])c1OC
    108	76	105	99	90	90	96	94	80
- CCOC(=O)c1c(NC(=O)c2ccc(OC)cc2)sc2c(CN(C)C)c(O)ccc12
    84	89	69	94	82	63	79	77	79
- CC(C)(C)c1ccc(C(=O)Nc2ccc(C(=O)NNC(=O)CCCCCCCC(=O)NNC(=O)c3ccc(NC(=O)c4ccc(C(C)(C)C)cc4)cc3)cc2)cc1
    85	40	85	113	79	95	97	78	53

Entries of single compounds from above:
CC1CCCC/C1=N/NC(=O)c1ccccc1 (stereo not drawn) is entered as DU-145: 120; UO-31: 95; SF-539: 108; TK-10: 115; SF-295: 104; 786-0: 92; U251: ·; SN12C: 90; PC-3: 94
Clc1ccc(C2CC(c3ccc(Nc4ccnc5cc(Cl)ccc45)cc3)=NN2c2ccc(Cl)cc2)cc1 (stereo not drawn) is entered as DU-145: 97; UO-31: 71; SF-539: 99; TK-10: 89; SF-295: 105; 786-0: 92; U251: 89; SN12C: 91; PC-3: 88
N#Cc1c(-c2ccccc2)nc2c(c(-c3ccc(Cl)cc3)nn2-c2ccccc2)c1-c1ccc([N+](=O)[O-])cc1 is entered as DU-145: 101; UO-31: 81; SF-539: 96; TK-10: 121; SF-295: 99; 786-0: 110; U251: 95; SN12C: 105; PC-3: 89

Continuation:
Under each structure: DU-145	UO-31	SF-539	TK-10	SF-295	786-0	U251	SN12C	PC-3
- CC(C)(C)c1ccc(O)c(Cc2cc(C(C)(C)C)ccc2O)c1
    105	86	108	94	109	94	90	88	13
- CCOP1(=O)OCCN(C)C(=O)C1NC(=O)c1ccccc1 (stereo not drawn)
    99	78	96	110	108	97	96	88	105
- CC(C)CN1CCC(=O)NC1=S
    115&132	96&100	105&112	112&109	112&89	105&108	91&111	102&106	100
- COC1C(COC(=O)c2ccccc2)OC2OC(C)(C)OC21 (stereo not drawn)
    111	71	104	98	98	100	102	104	96
- CS(=O)(=O)Nc1ccc(C(=O)NC(C(=O)NO)c2ccc(-c3cc(F)c(F)c(F)c3)cc2)cc1 (stereo not drawn)
    112	81	104	94	99	99	80	93	76
- CC1(C)NCCC[C@]2(C)[C@H]3CC=C4[C@@H]5C[C@](C)(COC(=O)c6ccccc6C(=O)O)CC[C@]5(C)CC[C@@]4(C)[C@]3(C)CC[C@@H]12
    79	87	67	36	60	65	41	66	43
- COC1OC(CO)C(N=C(C)C)C1O (stereo not drawn)
    102&108	88&92	98&104	107&103	101&110	102&111	104&104	107&103	100&104
- CN(CCO)CC(O)Cn1cnc2c(N)ncnc21 (stereo not drawn)
    106	86	101	106	99	108	97	110	101
- CCN(CC)CCOc1cccc2c1C(=O)c1ccccc1C2=O
    100	62	100	98	97	93	93	91	84
- O=C(NNc1nc(N2CCN(C3CCCCC3)CC2)nc(N2CCN(C(c3ccccc3)c3ccccc3)CC2)n1)c1ccccc1
    81	73	67	92	52	43	65	83	37
- O=C(Cn1cc(COc2ncnc3sc4c(c23)CCCC4)nn1)Nc1cccnc1
    94	77	14	116	93	105	76	38	36
- Cc1ccc(N2C(=O)CCC2=O)cc1
    112	98	101	90	100	97	105	95	100
- CS(=O)(=O)c1ccc(-c2ccc3ncc(C#N)c(Nc4ccc(F)c(Cl)c4)c3c2)cc1
    99	101	69	99	65	87	68	88	96
- Clc1ncnc2c1cnn2-c1ccccc1
    108	100	102	101	107	102	89	101	94
- COc1cccc(OC2=CC(=O)c3ccc(C)nc3C2=O)c1
    110	88	103	104	99	111	92	88	88
- CCCCCCCOC(=O)COc1ccccc1
    112	103	109	101	105	104	100	102	101
- CCOC(=O)c1cnc2ccccc2c1Nc1cccc(S(=O)(=O)NC)c1
    99	72	85	106	92	104	95	82	86
- CC(C)[C@@]12C[C@@H](OC(=O)C3CO3)[C@@](C)(O1)[C@@H]1CC[C@@H](C)[C@H]1[C@@H]2OC(=O)/C=C/c1ccccc1 (stereo partly drawn)
    107	-3.6*	91	119	101	95	76	59	86
- COc1cc(C2CC(c3ccc(Cl)cc3)=Nc3c(C)nn(-c4ccccc4)c3N2)ccc1Oc1nc2c(c(=O)n(C)c(=O)n2C)n1C (stereo not drawn)
    101	61	101	117	104	93	99	89	78
- CCOC(=O)c1sc(NCC(=O)Nc2ccc([N+](=O)[O-])cc2Cl)c(C(=O)OCC)c1C
    103	101	97	92	110	97	98	97	100
- c1ccc2nc(N3CCCC3)c(N3CCCCC3)nc2c1
    ·	108	96	·	100	107	108	105	·
- Cn1c(O)c(C(/C=C/c2ccccc2)=Nc2ccccc2N)c(=O)n(C)c1=O
    117	83	107	134	105	103	101	96	78
- COc1ccc(CNNC(=O)C2CCCCC2)c(OC)c1OC
    112	87	100	101	102	104	100	104	97
- CCCSSCCC
    111	96	102	86	94	88	101	103	101
- CC/C(C)=C1/C(=O)Nc2cc(Cl)c(CCCl)cc21
    109	83	112	141	97	109	97	97	88
- CSc1nc2sc3cc(Cl)ccc3n2c(=N)c1C#N
    96	75	70	84	26	48	89	89	66
- O=c1cc(CP(=O)(O)O)c2cc(O)c(-c3ccccc3)cc2o1
    105	88	104	106	101	104	100	98	99
- CC(=O)OCC1OC(n2cnc3c(=S)nc[nH]c32)C(OC(C)=O)C1OC(C)=O (stereo not drawn)
    118&95	93&70	113&88	113&96	120&94	111&84	107&96	101&111	97&121
- C1=C\CCC2(OCCO2)C2(CC/1)OCCO2
    119	80	106	103	94	113	108	99	103
- O=C(N/N=C/c1cc(Cl)ccc1[N+](=O)[O-])c1cccc2ccccc12
    109	95	79	109	81	96	73	96	85
- CCS(=O)(=O)CCn1c([N+](=O)[O-])cnc1C
    118	74	98	107	106	105	104	109	106
- CCCCc1nc(Cl)c(C2CC(c3ccc(OC)cc3)=NN2c2cc(Cl)cc(Cl)c2)[nH]1 (stereo not drawn)
    102	84	97	112	93	90	93	96	91
- Nc1c(C(=O)Nc2cccc3ccncc23)sc2nc3c(cc12)CN(Cc1ccccc1)CC3
    110	83	114	110	96	101	101	97	94
- CCCCC1COc2cccc3c(SCC(=O)N(C)c4cccc5ccccc45)cc[n+]1c23 (stereo not drawn)
    105	94	97	96	96	98	99	99	96
- NC(=O)c1cc(Cl)nc2nc(Cl)nc(N)c12
    102	76	96	117	113	102	99	91	75
- CCCCCC(C)CO (stereo not drawn)
    102	86	102	103	100	102	92	105	104
- Cc1ccc(OCC(O)CN2CCN(c3ccc(C)cc3)CC2)cc1 (stereo not drawn)
    100	85	110	112	·	101	109	109	89
- O=C1OC(/C=C/c2ccccc2)=NC/1=C/c1ccccc1[N+](=O)[O-]
    105	66	90	115	97	98	100	104	93
- COc1ccc2cc(C(C)=O)c3ccccc3c2c1
    101	85	92	107	100	111	91	98	92
- O=C1c2ccccc2NC(c2cn(-c3ccccc3)nc2-c2cccs2)N1Cc1ccccc1 (stereo not drawn)
    98	57	89	91	80	74	87	91	65
- CC(=O)Oc1c(Cl)c(Cl)c(Cl)c(Cl)c1Cl
    105	82	86	101	98	100	95	94	91
- O=C1c2ccccc2C(=O)c2c1ccc(C(Br)Br)c2Cl
    33	52	70	84	91	-79*	-26*	-49*	41
- Cc1ccc(S(=O)(=O)NNC(=O)C(C)(C)C)cc1
    111	95	105	110	·	105	97	109	94
- C=CC(CCl)OC(=O)Nc1cccc(Cl)c1 (stereo not drawn)
    109	85	100	99	72	102	102	85	103
- O=C1OC(=O)C2(Cl)C3C=CC(C3)C12 (stereo not drawn)
    106	80	93	111	99	95	95	93	73
- ONc1nc(NO)c2[nH]cnc2n1
    75	53	103	·	91	87	·	81	69
- COC(=O)/C(CCC=C(C)C)=C1\[C@@H](OC(C)=O)C[C@@]2(C)[C@H]1C[C@@H](OCCC#N)[C@H]1[C@@]3(C)CC[C@@H](O)[C@@H](C)[C@@H]3CC[C@@]12C
    72	48	87	80	61	76	55	67	31
- Cc1nc2ccc(Nc3nc(Nc4ccc(F)cc4)nc(N4CCCCC4)n3)cc2n1Cc1ccccc1
    100	84	98	92	90	88	79	96	79
- C[C@H]1CCC/C=C/[C@@H]2C[C@H](O)C[C@H]2[C@H](O)/C=C/C(=O)N1
    118	117	110	98	105	93	102	98	89
- COc1cc2c(c(Cl)c1OC)CCN(C)CC2c1ccccc1 (stereo not drawn)
    111	·	101	98	79	94	95	97	88
- Cc1nc2ccccc2c(C(=O)O)c1-c1ccccn1
    122	88	92	103	130	100	108	104	109
- Cc1ccc(S(=O)(=O)Nc2cncnc2NS(=O)(=O)c2ccc(C)cc2)cc1
    128	69	105	121	102	95	105	93	89
- CCOC(=O)c1cc(C(=O)c2ccc(Br)cc2)n2ccc(/C=C/c3ccn4c(C(=O)c5ccc(Br)cc5)cc(C(=O)OCC)c4c3)cc12
    105	69	98	147	105	·	108	97	106
- COc1nc2c(c(=O)[nH]1)NC1=C(C(=O)c3ccccc31)C1(C=C(O)c3ccccc31)N2 (stereo not drawn)
    102	88	87	134	50	102	97	96	96
- CCC(C)(O)C#CC(C)(O)CC (stereo not drawn)
    115	99	103	101	100	103	96	103	98

Single entries from the entries so far:
For 786-0, O=C1c2ccccc2NC(c2cn(-c3ccccc3)nc2-c2cccs2)N1Cc1ccccc1 (stereo not drawn) reads 74
For U251, COc1cc2c(c(Cl)c1OC)CCN(C)CC2c1ccccc1 (stereo not drawn) reads 95
For SN12C, CCCCCC(C)CO (stereo not drawn) reads 105
For 786-0, CCCCc1nc(Cl)c(C2CC(c3ccc(OC)cc3)=NN2c2cc(Cl)cc(Cl)c2)[nH]1 (stereo not drawn) reads 90
For DU-145, Cc1ccc(S(=O)(=O)NNC(=O)C(C)(C)C)cc1 reads 111
